Compound activity (PubChem BioAssay)
GlmU inhibition = inhibition of mycobacterial GlmU enzyme – biochemical, glucosamine-1-phosphate acetyltransferase (AID 1376) | 0.25% of 220,000 active | inhibition, %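 (tested at 30 µM in the primary screen)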; hits with a dose series show IC50 in µM | Bifunctional protein GlmU (Mycobacterium tuberculosis (strain ATCC 25618 / H37Rv)) | M. tuberculosis GlmU acetyltransferase enzyme assay; higher % means a stronger effect; in the data active = inhibition above about 13%;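 also: 0% = complete reaction with vehicle and 100% = reaction without substrate; strong numbers were not always called active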
RmlCD inh 1536 = M. tuberculosis RmlC/RmlD coupled enzyme inhibitors, primary screen, biochemical, compound mixtures, 384-well, from 1536-well plates; inhibition, % at 3.6 µM; RmlC+RmlD coupled enzyme assay, percent inhibition; primary screen in compound mixtures; 0.03% of 160,000 active; in the data active = inhibition mostly above about 34%, no sharp cut-off; also: some results filed as inactive read as strong as hits
Target sequence (P9WH09 whole entry, looked up): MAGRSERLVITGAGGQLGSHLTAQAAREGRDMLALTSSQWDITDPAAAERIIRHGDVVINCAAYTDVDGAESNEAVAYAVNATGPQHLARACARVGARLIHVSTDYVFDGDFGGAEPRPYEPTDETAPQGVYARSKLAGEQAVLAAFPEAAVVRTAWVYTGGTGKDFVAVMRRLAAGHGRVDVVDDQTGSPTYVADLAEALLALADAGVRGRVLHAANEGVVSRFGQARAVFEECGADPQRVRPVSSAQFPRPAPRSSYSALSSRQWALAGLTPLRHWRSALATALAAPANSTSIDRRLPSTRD
Target sequence (P9WH11 whole entry, looked up): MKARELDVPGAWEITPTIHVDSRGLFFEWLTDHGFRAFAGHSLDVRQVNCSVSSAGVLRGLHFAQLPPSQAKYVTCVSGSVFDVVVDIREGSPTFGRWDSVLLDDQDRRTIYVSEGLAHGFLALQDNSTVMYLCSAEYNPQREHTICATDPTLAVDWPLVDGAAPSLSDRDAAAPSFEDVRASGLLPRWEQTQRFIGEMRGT
An asterisk follows results filed as active; / = not tested or not shown. The list is partial. The share of hits here may be higher or lower than overall.

SMILES	GlmU inhibition	RmlCD inh 1536
COc1ccc(-n2c(SCC(=O)Nc3sc4c(c3C#N)CCCC4)nnc2-c2ccccc2OC)cc1	0.0%	/
CC(=O)NC1(c2ccccc2)CCN(Cc2nnnn2C(C)(C)C)CC1	0.8%	-5
COc1ccc(-c2nnnn2C)cc1S(=O)(=O)NCc1ccccc1	-2.8%	-1
COC(=O)c1ccc(CN2CCCC(CCC(=O)NCc3ccc(C)o3)C2)cc1 (stereo unspecified)	3.9%	-9
CS(=O)(=O)c1ccc2nc(NC(=O)CCC(=O)c3cccs3)sc2c1	-5.9%	/
Cc1c(Cc2ccccc2)c(=O)oc2c(CN(C)C)c(O)c(Cl)cc12	-2.1%	15
COc1ccc(/C=N/NC(=O)CCn2nnc3ccccc32)cc1	-3.6%	-13
Oc1ccccc1C(=S)N1CCN(c2cccc(Cl)c2)CC1	6.7%	/
O=C1CC(NCc2ccncc2)C(=O)N1c1ccccc1 (stereo unspecified)	-6.1%	2
COc1ccc(CSCC(=O)Nc2ccccc2SC)cc1	0.5%	/
Cc1cc(C)c(C2=CC(c3ccccc3)n3ncnc3N2)cc1C (stereo unspecified)	1.8%	/
N/C(Cc1cccc2ccccc12)=N\OC(=O)c1ccc2c(c1)OCO2	-1.9%	-5
S=c1[nH]nc(Cc2ccc(Cl)cc2)o1	-0.5%	/
Cc1cc(SC(C)C(=O)O)nc2ccccc12 (stereo unspecified)	1.9%	-5
COc1ccccc1CNC(=O)C1CCCN(S(=O)(=O)c2cccc3cccnc23)C1 (stereo unspecified)	-2.2%	-8
Cc1ccc(CN2CCC(c3nc4ccc(Cl)cc4[nH]3)CC2)cc1	0.9%	/
Cc1nc(OCC(C)C)c2sc3nc4c(cc3c2n1)COC(C)(C)C4	3.5%	/
CCn1c(C)c(C(C)=O)c(N2CCN(c3cccc(Cl)c3)CC2)nc1=S	-0.9%	9
Fc1ccc(-c2nnn(Cc3nc4ccccc4s3)n2)cc1	1.0%	4
Cc1nnc(SCC(=O)Nc2ccccc2)n1CCc1ccccc1	-2.0%	4
O=C(N/N=C/C1CC=CCC1)c1cc(-c2cccnc2)nc2ccccc12 (stereo unspecified)	-3.2%	-7
CCOC(=O)C1CCCN(C(=O)C2c3ccccc3Oc3ccccc32)C1 (stereo unspecified)	-1.1%	-2
COc1ccc(C(=O)ON=C2CCN(c3ccc([N+](=O)[O-])cc3)CC2)cc1	-0.9%	-2
CCOc1ccccc1N(CC(=O)NC1CCCC1)C(=O)CCC(=O)Nc1cc(C)on1	-2.0%	6
CCCCP(=O)(O)c1ccccc1	1.7%	0
O=[N+]([O-])c1ccn(-c2nc(-c3cccs3)cc(C(F)(F)F)n2)n1	5.5%	-12
O=C(C1CC(=O)N(C2CCCCC2)C1)N1CCC2(CC1)OCCO2 (stereo unspecified)	/	4
CCN(CC)C(=O)CC(c1ccc(N(C)C)cc1)c1c(OC)cc(OC)c2c(-c3ccccc3)cc(=O)oc12 (stereo unspecified)	1.4%	-7
COc1ccc(C(=O)Nn2c(SCc3ccc([N+](=O)[O-])cc3)nc3ccccc3c2=O)cc1	-0.4%	7
O=S(=O)(c1cccc(NC(=S)N2CCN(c3cccc(Cl)c3)CC2)c1)C(F)F	-0.8%	8
CC1(C)NC(=O)N(CC(=O)OCc2cc(=O)n3cc(Br)ccc3n2)C1=O	-1.0%	-7
CC1CC(=O)NN=C1c1ccc(NCCO)c([N+](=O)[O-])c1 (stereo unspecified)	4.4%	-2
CCCC1=C(C(=O)OCC)C(c2sccc2C)n2ncnc2N1 (stereo unspecified)	-2.1%	6
C/C(=N\N(c1ccccc1)c1ccccc1)c1ccco1	-5.2%	/
COCCn1nnnc1C(c1ccc(C)cc1)N1CCN(Cc2ccc3c(c2)OCO3)CC1 (stereo unspecified)	-1.6%	20
C/C(=N\NC(=O)c1cccc(Br)c1)c1ccc(Br)cc1	1.2%	9

Some of these compounds in order of SMILES length, descending:
SMILES	GlmU inhibition	RmlCD inh 1536
CCN(CC)C(=O)CC(c1ccc(N(C)C)cc1)c1c(OC)cc(OC)c2c(-c3ccccc3)cc(=O)oc12 (stereo unspecified)	1.4%	-7
COc1ccc(C(=O)Nn2c(SCc3ccc([N+](=O)[O-])cc3)nc3ccccc3c2=O)cc1	-0.4%	7
O=S(=O)(c1cccc(NC(=S)N2CCN(c3cccc(Cl)c3)CC2)c1)C(F)F	-0.8%	8
COCCn1nnnc1C(c1ccc(C)cc1)N1CCN(Cc2ccc3c(c2)OCO3)CC1 (stereo unspecified)	-1.6%	20
O=[N+]([O-])c1ccn(-c2nc(-c3cccs3)cc(C(F)(F)F)n2)n1	5.5%	-12
CC1(C)NC(=O)N(CC(=O)OCc2cc(=O)n3cc(Br)ccc3n2)C1=O	-1.0%	-7
CCn1c(C)c(C(C)=O)c(N2CCN(c3cccc(Cl)c3)CC2)nc1=S	-0.9%	9
O=C(N/N=C/C1CC=CCC1)c1cc(-c2cccnc2)nc2ccccc12 (stereo unspecified)	-3.2%	-7
CCOC(=O)C1CCCN(C(=O)C2c3ccccc3Oc3ccccc32)C1 (stereo unspecified)	-1.1%	-2
O=C(C1CC(=O)N(C2CCCCC2)C1)N1CCC2(CC1)OCCO2 (stereo unspecified)	/	4
C/C(=N\NC(=O)c1cccc(Br)c1)c1ccc(Br)cc1	1.2%	9
CCCC1=C(C(=O)OCC)C(c2sccc2C)n2ncnc2N1 (stereo unspecified)	-2.1%	6
Cc1nnc(SCC(=O)Nc2ccccc2)n1CCc1ccccc1	-2.0%	4
Fc1ccc(-c2nnn(Cc3nc4ccccc4s3)n2)cc1	1.0%	4
C/C(=N\N(c1ccccc1)c1ccccc1)c1ccco1	-5.2%	/
CCCCP(=O)(O)c1ccccc1	1.7%	0

New compounds follow
SMILES	GlmU inhibition	RmlCD inh 1536
O=C(NCCc1ccncc1)Nc1cccc(Cl)c1	2.5%	-12
O=S(=O)(NCc1ccccc1)NCc1ccccc1F	/	-6
COc1cc(S(=O)(=O)N2CCOCC2)ccc1NC(=O)c1cc2c(s1)CCC2	4.8%	-2
NNC(=O)[C@H](Cc1ccccc1)NC(=O)Nc1ccc2c(c1)OCCO2	-0.2%	-9
Cc1[nH]c(=O)[nH]c(=O)c1S(=O)(=O)N1CCOCC1	-1.2%	-3
CC1CCCC(NC(=O)CSc2nccn2C)C1C (stereo unspecified)	0.6%	-8
N#CC(=C1CCCC1)c1nc(-c2ccccc2O)cs1	2.1%	/
CCOc1ccc(C(=O)NC(=S)Nc2ccc(N3CCCCC3)cc2)cc1[N+](=O)[O-]	-2.9%	/
CC1CN(c2nc3ccccc3nc2C(C#N)C(=O)NCc2ccc3c(c2)OCO3)CC(C)O1 (stereo unspecified)	-4.2%	11
COC(=O)Nc1ccc(C)c(NC(=O)OC)c1	-0.4%	5
Cc1cccc(NC(=O)CCN2C(=O)C3C4C=CC(C4)C3C2=O)n1 (stereo unspecified)	0.9%	7
CCOC(=O)Cn1c(C)c(Br)c(=O)c2cccc(C)c21	0.7%	/
COC(=O)c1c(C)[nH]c(C=Nc2ccc(OC)cc2)c1C	-3.2%	52
Cn1c(=O)c2c(O)c(Cc3ccccc3)c(=O)[nH]c2n(C)c1=O	5.2%	10
Cc1nc2cc(NC(=O)Nc3cccc(F)c3)ccc2n1C	-4.4%	22
Cc1nn(-c2ccccc2)nc1CNC(=O)CC(C)(C)C	-2.2%	-11
N/C(Cn1cncn1)=N\OC(=O)c1ccc(Cl)cc1Cl	0.6%	2
COc1ccc(OC)c(-c2[nH]nc3c2C(c2ccco2)C(C#N)=C(N)O3)c1 (stereo unspecified)	-6.4%	/
Cc1ccc(C(=O)NCCCNCCCNC(=O)c2ccc(C)nc2)cn1	0.0%	/
COc1ccc(C2=NO[C@@H]3C(=O)N(c4c(C)cccc4C)C(=O)[C@H]23)cc1OC	0.8%	29
COc1nccc(-c2ccc(F)cc2)c1C#N	-2.7%	4
CSc1ccc(C#N)cc1NC(=O)c1ccccc1C	0.5%	6
CC(=O)c1ccc(NC(=S)N2c3ccccc3CC2C)cc1 (stereo unspecified)	7.6%	-10
COc1ccc(NC(=O)CNS(=O)(=O)c2cccc3nonc23)c(OC)c1	-3.1%	-7
Cc1ccc(C)c(N2CCN(c3cnn(-c4nc5ccccc5s4)c(=O)c3Cl)CC2)c1	0.1%	6
c1csc(COc2ccccc2CNC2CCCCC2)c1	-0.9%	9
Cc1nn2c(-n3ccnc3)c3c(nc2c1-c1ccccc1)CCC3	-9.3%	/
O=C(CSc1ccc2nnc(-c3ccccc3)n2n1)NCC1CCCO1 (stereo unspecified)	-3.2%	/
O=C1c2ccccc2NC(c2ccccc2)N1Cc1ccco1 (stereo unspecified)	7.4%	29
CC(=O)c1cccc(OCC(=O)c2cc(C)n(-c3cc(C)on3)c2C)c1	6.9%	/
CCn1cc(CNC(=O)CSc2nc(-c3ccc(OC)c(OC)c3)cc(C(F)(F)F)n2)c(C)n1	2.3%	/
C=CCn1c(SCC(=O)Nc2cc(C)ccc2OC)nnc1-c1ccco1	-3.4%	9
NS(=O)(=O)c1ccc(Sc2ccccn2)c([N+](=O)[O-])c1	-4.1%	40
O=c1cc(N2CCc3ccccc32)[nH]c(=O)n1-c1ccccc1Cl	1.8%	9
COC(=O)NC1CSCC1OC(=O)CCN1C(=O)c2ccccc2C1=O (stereo unspecified)	-0.9%	/
O=C(Nc1cccc(Cl)c1)Nc1nnc(-c2ccccc2)o1	-1.3%	5
C=CCN(c1ccccc1C(=O)O)S(=O)(=O)c1ccc(C)cc1	9.5%	-8
CCOc1ccc(-n2ccnc2SCC(=O)NCc2ccc3c(c2)OCO3)cc1	5.2%	6
Nc1nc2c(s1)CC(c1ccccc1)CC2 (stereo unspecified)	0.6%	-2
COC(=O)CSC1=C(C#N)C(c2sccc2C)CC(=O)N1 (stereo unspecified)	2.9%	/
O=C(OCC(=O)N1CCc2ccccc21)c1cccnc1	-5.3%	/
CSc1cccc(NC(=O)CN(c2cccc(C)c2)S(C)(=O)=O)c1	4.7%	-10
OC(c1cc(-c2ccc(Cl)cc2)nc2ccccc12)C1CCCCN1 (stereo unspecified)	/	8
O=c1c(/C=N/Nc2ccccc2)c(Sc2nnnn2-c2ccccc2)nc2ccccn12	/	1
CN(CCOc1ccccc1)C(=O)c1ccc(OC2CCN(C(=O)C3CC3)CC2)cc1	-0.9%	4
O=C(Nc1cnc2ccccc2c1)C1COc2ccccc2O1 (stereo unspecified)	-2.5%	10
COc1ccc(/C=N\NC(=O)c2ccc(Cn3cc(Br)c([N+](=O)[O-])n3)o2)c(OC)c1C	-2.6%	0
O=C(NN1CCN(Cc2ccccc2)CC1)c1ccc(Cl)cc1	3.3%	/
O=C(Nc1ccc(OC(F)(F)F)cc1)Nc1cccc([N+](=O)[O-])c1	-5.9%	-19
Cc1ccc(S(=O)(=O)N2CCC(C(=O)NNC(=O)c3ccncc3)CC2)cc1	1.4%	/
CCOC(=O)Cc1nnc(Nc2cccc(C)c2)c2ccccc12	4.4%	-8
O=C(CCCC(=O)N/N=C/c1ccccc1C(=O)O)N/N=C/c1ccccc1C(=O)O	-3.3%	/
COc1ccc(/C(O)=C2\C(=O)C(=O)N(Cc3ccco3)C2c2ccc(OC)cc2OC)cc1 (stereo unspecified)	2.0%	-2
CCC(C)NC(=O)COC(=O)c1csc2c1CCCC2 (stereo unspecified)	-0.3%	-7
Cc1ccc(S(=O)(=O)c2cccc(S(=O)(=O)N3CCOCC3)c2)cc1S(=O)(=O)N1CCOCC1	6.2%	18
COC(=O)c1c(-c2ccc(F)cc2)csc1NC(=O)C1CCCO1 (stereo unspecified)	-3.4%	9
COc1cccc(-c2nnc3sc(-c4ccccc4)nn23)c1	11%	/
COc1ccc2cc1Oc1ccc(cc1)C[C@H]1c3c(cc4c(c3Oc3cc5c(cc3OC)CCN(C)[C@@H]5C2)OCO4)CCN1C	-4.1%	0
CCOC(=O)C1=C(CC)Nc2ccccc2N/C1=N\S(=O)(=O)c1cc(Br)ccc1Br	4.8%	5
c1csc(CNCCN2CCOCC2)c1	-0.3%	-7
New compounds follow:
SMILES	GlmU inhibition	RmlCD inh 1536
NC(=O)C1(N2CCCCC2)CCN(S(=O)(=O)c2cc(Cl)sc2Cl)CC1	-1.0%	0
CCCN1CCN(C(=O)c2ccccc2-c2nc3ccccc3s2)CC1	1.7%	-12
C=CCNS(=O)(=O)c1ccc(N2C(=O)c3ccccc3C2=O)cc1	2.4%	0
O=C(O)COCC(=O)Nc1ccc(-n2nc(C(F)(F)F)cc2-c2cccs2)cc1	-1.4%	-11
COCCCNC(=O)COC(=O)c1ccc(-c2nc3ccccc3s2)s1	7.1%	0
C=CCN1C(=O)NC(=O)/C(=C/c2cc3c4c(c2)CCCN4CCC3)C1=O	-1.8%	3
CCn1c(CCC(=O)Nc2nc3c(s2)CCCC3)nc2cc(S(=O)(=O)N(C)C)ccc21	3.7%	/
O=C(COc1ccc(Cl)cc1)Nc1c(-c2cccs2)nc2ccccn12	2.4%	5
O=C(CCl)Nc1cc(SCC(O)CO)cc([N+](=O)[O-])c1 (stereo unspecified)	3.2%	11
CC(C)CNC(=O)c1ccccc1NC(=O)Nc1ccccc1	-4.9%	/
C/C(=N\NC(=O)c1cccnc1)c1cc(C)oc1C	-4.8%	-11
Cc1ccc(O)c(NC(=O)CCC2CCCCC2)c1	-1.8%	/
O=c1c(C(c2ccc(O)cc2)c2c(O)nc3n(c2=O)CCCS3)c(O)nc2n1CCCS2	2.5%	4
CC[C@@]1(O)C(=O)OCc2c1cc1n(c2=O)Cc2cc3c(CN(C)C)c(O)ccc3nc2-1	-1.8%	/
COC(=O)c1sccc1NC(=O)COc1ccc(Cl)cc1Cl	1.6%	44

Profiles from above:
Profile of CC(=O)c1cccc(OCC(=O)c2cc(C)n(-c3cc(C)on3)c2C)c1 : GlmU inhibition: 6.9%; RmlCD inh 1536: /
Profile of O=c1c(C(c2ccc(O)cc2)c2c(O)nc3n(c2=O)CCCS3)c(O)nc2n1CCCS2 : GlmU inhibition: 2.5%; RmlCD inh 1536: 4
